Screening results deposited in PubChem BioAssay by several laboratories.
KCNK9 block: KCNK9 potassium channel inhibitors, primary screen, HEK293 cells, thallium flux. B-score at 10 µM. 310,000 compounds, 1.2% hits. FluxOR thallium flux fluorescence; active compounds read low;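 active = ratio B-score over 3 SD below the library mean, with starting fluorescence within 5 SD of its mean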;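 also: negative B-score means less thallium flux so channel inhibition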
hERG rescue: hERG rescue from dofetilide block, primary screen, cell-based, CHO-hERG, FluxOR thallium flux, dofetilide IC70 | Voltage-gated inwardly rectifying potassium channel KCNH2 (Homo sapiens), Q12809 | dofetilide IC70 present | activation (rescue from dofetilide block), less the hit threshold, % at 10 µM | 310,000 compounds, 0.51% hits | AID 1511, 2009;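 active = activation above the mean of controls blocked by dofetilide plus 5 SD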;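 also: thallium influx through hERG after potassium depolarization seen as dye fluorescence rise; in these data hits start at about 4.7%; inactives centre near -7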
GSK3 alpha inh: blockers of GSK3A enzyme activity – biochemical, luminescence, cell-free homogeneous, HTS, primary screen. Glycogen synthase kinase-3 alpha (Homo sapiens), P49840. GSK-3 alpha kinase, ADP-Glo luminescence, 60 min. inhibition, % at 10 µM. 320,000 compounds, 0.1% hits;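 in the data active = inhibition above about 50%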;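 also: GST-tagged GSK-3 alpha with peptide substrate and 25 µM ATP; 0% = DMSO neutral wells and 100% = GW8510 positive control wells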
Target sequence (P49840 whole entry, looked up): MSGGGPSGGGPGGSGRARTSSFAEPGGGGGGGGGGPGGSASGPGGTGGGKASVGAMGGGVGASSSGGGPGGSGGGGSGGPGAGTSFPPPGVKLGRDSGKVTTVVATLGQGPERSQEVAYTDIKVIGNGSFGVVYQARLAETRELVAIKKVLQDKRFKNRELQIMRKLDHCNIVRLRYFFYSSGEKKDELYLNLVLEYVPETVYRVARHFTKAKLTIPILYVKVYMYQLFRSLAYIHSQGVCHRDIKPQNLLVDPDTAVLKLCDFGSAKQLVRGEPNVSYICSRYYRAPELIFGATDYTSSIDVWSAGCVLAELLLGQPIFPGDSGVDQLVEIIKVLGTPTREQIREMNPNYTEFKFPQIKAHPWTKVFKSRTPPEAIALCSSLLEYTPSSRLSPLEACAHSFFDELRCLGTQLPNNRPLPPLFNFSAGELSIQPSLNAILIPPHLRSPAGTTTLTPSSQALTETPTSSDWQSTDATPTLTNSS
PolyA inh: polyadenylation inhibitors in yeast reporter cells, primary screen, luminescence, S. cerevisiae | 300,000 compounds, 0.02% hits | S. cerevisiae SKY197-pL101 polyadenylation reporter, beta-gal luminescence; efflux-impaired pdr1/pdr3 knockout yeast; score 100 = 6 SD above DMSO | AID 1875, 2009 | calls only at 12 µM;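 active = lowest replicate activity score at least 50, where 100 means six control SD above control mean; inconclusive = lowest score under 50 but half or more replicates reach 50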;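 also: yeast exposed to compound for 9 h at 30 °C; higher score means more reporter readthrough which indicates perturbed polyadenylation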
KCNQ1 block: inhibitors of human KCNQ1 channel, primary screen, cell-based, thallium flux, high-throughput; Potassium voltage-gated channel subfamily KQT member 1 (Homo sapiens), P51787; CHO-K1 KCNQ1, FluxOR thallium flux fluorescence; active compounds read high; B-score at 10 µM; 310,000 compounds, 1.3% hits;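 active = compounds whose thallium flux B-score, printed positive for inhibition, exceeds three library SD while starting fluorescence stays within three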;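 also: channel opened by potassium depolarization with thallium stimulus after 20 min compound exposure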
DYRK1A inh: rat Dyrk1A kinase inhibitors, primary screen, biochemical, single point, plate reader. AID 504441, 2011. ADP-Glo luminescence, NFATc1 peptide. Dual specificity tyrosine-phosphorylation-regulated kinase 1A (Rattus norvegicus), Q63470. inhibition, % at 12.5 µM. 310,000 compounds, 0.43% hits; in the data active = inhibition above about 50%;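 also: plate controls were vehicle with enzyme for no effect and no enzyme for full effect; many of its hits are not listed in these tables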
KCNK3 block: human KCNK3 channel inhibitors, primary screen, CHO cells, FluxOR thallium flux, B-score | Potassium channel subfamily K member 3 (Homo sapiens), O14649 | FluxOR fluorescence; active compounds read low | B-score at 10 µM | 340,000 compounds, 0.84% hits;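 active = B-score under library mean minus 4 SD, starting fluorescence ratio at most library mean plus 5 SD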;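 also: more negative B-score means stronger inhibition of thallium flux through KCNK3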
RGS4 act: RGS4 potentiators or activators, primary screen, cell-based, HEK293 M3R inducible RGS4, calcium flux | carbachol calcium flux Fluo4; active compounds read low | 310,000 compounds, 0.92% hits | B-score at 10 µM;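 active = B-score of the integrated calcium signal more than 4 SD below the library mean, with starting fluorescence not abnormally high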;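 also: negative B-score means reduced calcium response which marks RGS4 activation or potentiation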
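Test system: HEK293 cells with stable M3R and inducible RGS4; also added: carbachol at ECmax as muscarinic agonist stimulus; schedule: dye loading 30 min 37 °C, buffer rest 30 min RT; technique: kinetic calcium fluorescence imaging with Fluo4-AM dye, 2 µM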
GSK3B inh: human GSK3beta kinase inhibitors, primary screen, biochemical, cell-free homogeneous, HTS. Glycogen synthase kinase-3 beta (Homo sapiens), P49841. GST-GSK3beta kinase, ADP-Glo luminescence, 60 min; active compounds read low. activity score (negative = inhibition), % at 10 µM. 300,000 compounds, 0.038% hits. AID 2097, 2009;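 active = more than half of replicate wells score below -50%, meaning over 50% inhibition versus plate controls; inconclusive = some replicates but at most half score below -50%; inactive = no replicate scores below -50%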;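 also: 0% = median DMSO wells and -100% = median GW8510 positive control wells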
Target sequence (P49841 whole entry, looked up): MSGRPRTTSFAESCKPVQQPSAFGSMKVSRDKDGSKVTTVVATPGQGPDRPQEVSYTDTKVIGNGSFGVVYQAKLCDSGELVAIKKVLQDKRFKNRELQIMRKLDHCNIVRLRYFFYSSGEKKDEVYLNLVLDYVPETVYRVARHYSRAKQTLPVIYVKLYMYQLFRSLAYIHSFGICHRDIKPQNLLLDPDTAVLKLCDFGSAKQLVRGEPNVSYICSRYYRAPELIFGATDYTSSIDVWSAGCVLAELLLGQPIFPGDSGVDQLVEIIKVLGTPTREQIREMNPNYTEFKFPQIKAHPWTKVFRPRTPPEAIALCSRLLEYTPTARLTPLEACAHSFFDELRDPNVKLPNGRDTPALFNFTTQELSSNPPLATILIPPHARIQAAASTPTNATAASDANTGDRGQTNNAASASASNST
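Assay system: GST-fused GSK3beta enzyme, cell-free / Medium: Tris pH 7.5 buffer with MgCl2, DTT, BSA, heparin / Also added: peptide substrate plus 25 µM ATP (final) / Compound: 10 µM single point / Timing: kinase reaction with compound 60 min at room temperature / Detection: ADP-Glo luminescence / Benchmarks: DMSO neutral wells and GW8510 at 20 µM as positive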
KCNQ1 pot: potentiators or activators of KCNQ1 channel, primary screen, cell-based, thallium flux, high-throughput. B-score at 10 µM. 310,000 compounds, 0.35% hits. CHO-K1 KCNQ1, thallium flux FluxOR fluorescence; active compounds read high. Potassium voltage-gated channel subfamily KQT member 1 (Homo sapiens), P51787;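 active = fluorescence ratio B-score, a plate-corrected score, at least three library SD, with initial intensity B-score within 5 SD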
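Assay system: CHO-K1 cells stably expressing KCNQ1. Medium: assay buffer for compound exposure, DMSO matched across wells. Timing: 37 °C overnight plating, 90-min dark dye load, 20-min compound pretreatment. Signal: kinetic FluxOR fluorescence, 10 s baseline plus 110 s post-stimulus.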
HDAC3 inh: HDAC3 deacetylase inhibitors, primary screen, biochemical, fluorescence, cell-free homogeneous | inhibition, % at 8.3 µM | recombinant HDAC3, fluorogenic peptide/trypsin coupled | 320,000 compounds, 0.15% hits; in the data active = inhibition above about 26%, passing the limit was not always enough; inconclusive = no clear call, values can overlap the other calls
* = called active by the depositor; i = inactive; ? = inconclusive; / = not tested or not shown. These rows are one share of the data. The share of hits here may be higher or lower than overall.

Compound	KCNK9 block	hERG rescue	GSK3 alpha inh	PolyA inh	KCNQ1 block	DYRK1A inh	KCNK3 block	RGS4 act	GSK3B inh	KCNQ1 pot	HDAC3 inh
Cn1c(=O)c(=O)n(C)c2cc(N3CCOCC3)c(NS(=O)(=O)c3ccc(F)c(Cl)c3)cc21	i	-5.8	-3.1	i	i	-4.4	i	i	-1.0	i	0.9
O=P1(O)C=C(c2ccccc2)NC(c2ccccc2)=C1	i	0.4	-1.3	i	i	-7.8	i	i	1.3	i	-1.5
O=C(O)CCCC(=O)Nc1cccc(C(F)(F)F)c1	i	-8.1	2.4	i	i	2.7	i	i	1.1	i	-1.3
Cc1ccc(C)c(N2CCN(C(c3ccc(N(C)C)cc3)c3nnnn3C(C)(C)C)CC2)c1 (configuration not stated)	-8.08*	-11.1	0.2	i	i	-1.8	i	i	3.0	i	-2.7
COC(=O)N/N=C/c1ccc(OC(=O)/C=C/c2ccco2)cc1	i	-2.9	-1.8	i	i	/	i	i	4.4	i	8.1
Cc1cc(NC(CC(C)C)C(=O)O)nc(Cc2ccccc2)n1 (configuration not stated)	i	-9.7	-0.6	i	i	-1.3	i	i	6.2	i	8.5
Cc1nn(CC(=O)NCCCN2CCC(N3CCCCC3)CC2)c(=O)c2cc(-c3ccccc3)nn12	i	-8.8	-0.3	i	i	-2.0	i	i	-5.4	i	-2.3
O=C1c2ccncc2C(=O)N1CO	i	-8.8	-1.7	i	i	0.1	i	i	-0.9	i	1.0
Cc1ccc(-c2noc(CNCCCN(C)C)n2)cc1	i	-9.0	2.4	i	i	0.3	i	i	6.3	i	0.0
CSc1nc2ccccc2n1CC(=O)Nc1ccccc1	i	-11.1	0.5	i	i	9.4	i	i	0.7	i	-7.1
O=C(CCC(=O)N1CCSc2ccccc21)NCc1cccc(Cl)c1	i	-13.2	/	i	i	23.1	i	i	3.1	i	4.5
CCOC(=O)CSc1nc2ccccc2n1C(=O)OCC	i	-9.0	0.5	i	i	/	i	i	-1.8	i	0.2
O=C(CN1CCc2cc3c(cc2C1)OCCCO3)Nc1cccc([N+](=O)[O-])c1	i	-8.6	0.5	i	i	-1.3	i	i	0.1	i	0.5
N/C(=N\OC(=O)CCc1ccccc1)c1ccccc1Cl	i	-7.0	-0.5	i	i	2.3	i	i	-0.2	i	0.0
CCOP(=O)(OCC)C(Nc1cccc(C)c1)c1ccc(F)cc1 (configuration not stated)	i	-7.0	-2.2	i	i	-2.0	i	i	-0.8	i	-8.6

Compound	KCNK9 block	hERG rescue	GSK3 alpha inh	PolyA inh	KCNQ1 block	DYRK1A inh	KCNK3 block	RGS4 act	GSK3B inh	KCNQ1 pot	HDAC3 inh
S=c1[nH]nc(-c2ccccn2)n1/N=C/c1ccco1	i	-4.5	-2.8	i	i	/	i	i	-0.7	i	?
COc1ccc(N2CCN(C(=O)COC(=O)Cc3c(F)cccc3Cl)CC2)cc1	i	-15.6	0.3	i	i	3.5	i	i	1.3	i	-4.5
c1ccc(-c2onc3c2CCCC3)cc1	i	-7.8	0.3	i	i	-2.2	i	i	-2.8	i	2.8
COc1cccc(/C=N/NC(=O)c2ccc(=O)[nH]n2)c1O	i	-9.8	-3.0	i	i	6.1	i	i	0.0	i	-1.4
Cc1onc(-c2ccc(Cl)cc2)c1-c1ccnn1S(=O)(=O)c1ccc(Cl)cc1	-12.4*	-7.2	-1.9	i	i	4.5	i	i	-0.1	i	4.8
CCCC(c1nnnn1CS(=O)(=O)c1ccc(C)cc1)N1CCN(CC)CC1 (configuration not stated)	i	0.4	0.1	i	i	0.6	i	i	2.6	i	3.3
Cc1ccc(Oc2ccc(OCC(=O)NC3CCS(=O)(=O)C3)cc2)cc1 (configuration not stated)	i	-5.1	2.7	i	i	-0.8	i	i	0.1	i	-2.1
Cc1nc2nc(SCC(=O)c3cccc([N+](=O)[O-])c3)[nH]c2cc1Br	i	-4.7	-2.3	i	i	0.3	i	i	1.5	i	9.2
CCC1CCCCN1CCCNC(=O)COc1cc(=O)n(C)c2ccccc12 (configuration not stated)	i	-5.9	-1.2	i	i	-3.0	i	i	-3.2	i	4.4
CCCc1cc(=O)oc2cc(C)cc(OC(C)C(=O)NCCCn3ccnc3)c12 (configuration not stated)	i	-4.6	3.0	i	i	7.6	i	i	4.1	i	-35.1
CC1(C)SC2c3ccccc3C(=O)N2[C@@H]1C(=O)NCc1ccco1 (some centres not stated)	i	-4.2	0.9	i	i	1.0	i	i	-22.7	i	-1.2
COC(=O)c1ccccc1NC(=O)C1CCCCC1C(=O)O (configuration not stated)	i	1.7	-2.2	i	i	5.6	i	i	-1.9	i	-4.5
N#CC(C(=O)NCc1ccco1)c1nc2ccccc2nc1N1CCOCC1 (configuration not stated)	i	-7.6	7.2	i	i	-3.0	i	i	-3.3	i	2.6
NC(=O)C1Cc2ccccc2CN1S(=O)(=O)c1ccc(Cl)s1 (configuration not stated)	i	-9.3	0.7	i	i	-2.8	i	i	3.2	i	0.7
CCOC(=O)CNC(=O)Cn1cnc2c(cnn2-c2ccc(C)cc2)c1=O	i	-2.7	-1.9	i	i	3.1	i	i	-2.0	i	-9.4

Compound	KCNK9 block	hERG rescue	GSK3 alpha inh	PolyA inh	KCNQ1 block	DYRK1A inh	KCNK3 block	RGS4 act	GSK3B inh	KCNQ1 pot	HDAC3 inh
Cc1ccc(S(=O)(=O)N2CCOCC2)cc1NC(=O)COC(=O)C1=COCCO1	i	-18.8	-1.5	i	i	0.3	i	i	4.1	i	-3.3
CCCCC(CC)C1OCC(CN2CCCC2)O1 (configuration not stated)	i	-12.3	-1.4	i	i	/	i	i	-0.5	i	0.3
CCCCn1c(=O)c(CCC(=O)OCC(=O)Nc2ccc(C)c(Cl)c2)nc2ccccc21	i	-5.7	0.0	i	i	/	/	i	-3.0	i	-1.3
CN1CCN(c2ccccc2NC(=O)c2cc(Br)ccc2Cl)CC1	i	-13.0	-2.3	i	i	5.2	i	i	1.6	i	5.0
CCCOc1cc(C)c(S(=O)(=O)n2nnc3ccccc32)cc1C	i	-3.9	-7.1	i	i	5.1	i	i	1.7	i	-2.9
O=C(O)CCCC(=O)Nc1cc([N+](=O)[O-])ccc1O	i	-15.8	-0.6	i	i	2.5	i	i	3.5	i	2.3
Cc1ccc(C(=O)N/N=C/c2ccc3c(c2)OCO3)o1	i	-4.0	1.7	i	i	5.5	i	i	0.3	i	-2.0
CC(C)c1ccc(Nc2ncccc2C#N)cc1	i	-6.7	1.7	i	i	2.9	i	i	-2.0	i	1.1
CCOC(=O)c1c(C)[nH]c(C(=O)OCc2ccc(C)cc2)c1C	i	-3.6	0.6	i	i	/	i	i	1.7	i	10.6
Cn1c(=O)c2c(nc(CN3CCC(C(N)=O)CC3)n2CCc2ccccc2)n(C)c1=O	i	-7.5	-1.7	i	i	0.1	i	i	1.8	i	11.1
CCc1cccc(NC(=O)CCC(=O)O)c1	i	-5.9	1.2	i	i	-0.9	i	i	-3.9	i	3.6
O=C(COC(=O)C1=COCCO1)Nc1ccccc1OC(F)F	i	-1.8	-1.7	i	i	/	i	i	1.4	i	-3.0
Cc1cc(C)n(-c2ccnc3cc(Cl)ccc23)n1	i	-8.8	-2.3	i	i	-1.7	i	i	-0.6	i	-12.8
COCCNc1ccc(S(=O)(=O)N2CCCC2)cc1[N+](=O)[O-]	i	-7.2	-1.1	i	i	-0.1	i	i	0.7	i	-0.8
Cn1c(=O)c2cc(S(=O)(=O)NC(C(=O)NCc3ccccn3)c3ccccc3)ccc2n(C)c1=O (configuration not stated)	i	-8.0	-2.2	i	i	3.4	i	i	0.8	i	-4.4

Compound	KCNK9 block	hERG rescue	GSK3 alpha inh	PolyA inh	KCNQ1 block	DYRK1A inh	KCNK3 block	RGS4 act	GSK3B inh	KCNQ1 pot	HDAC3 inh
CC(C)(C)[C@@H]1C=C(C(=O)N2CCN(Cc3ccccc3)CC2)O[C@H](OCCCCO)C1	i	-7.1	-0.2	i	i	13.0	i	i	4.5	i	-3.7
COc1ccc(C2C(C(C)=O)=C(C)Nc3ncnn32)cc1OC (configuration not stated)	i	-10.6	-2.7	i	i	2.0	i	i	4.3	i	/
N#Cc1c(-c2c(Cl)cccc2Cl)noc1/C=C/Nc1ccc(C(=O)O)cc1	i	-13.0	2.5	i	i	27.9	i	i	1.5	i	1.2
CN1CCN(C(=O)c2ccc(COc3ccc(Cl)cc3Cl)cc2)CC1	i	-0.3	-0.7	i	i	5.1	i	i	0.4	i	7.6
CCOC(=O)c1cc2sccc2n1CC(=O)OC	i	-6.5	-2.8	i	i	3.1	i	i	-1.0	i	9.5
Cc1ccsc1CN(C)C(=O)C1CCC(=O)N(CCc2cccc(F)c2)C1 (configuration not stated)	i	-7.6	0.8	i	i	-3.1	i	i	1.1	i	-8.6
O=C(O)COc1ccccc1/C=N/NC(=O)c1cc2ccccc2cc1O	i	-10.3	-5.1	i	i	9.3	i	i	-2.9	i	8.3
COc1ccccc1N1CCN(S(=O)(=O)c2c(C(=O)N3CCOCC3)c(C)n(C)c2C)CC1	i	-8.6	-3.4	i	i	-9.8	i	i	-1.0	i	1.6
CN(CC(=O)Nc1cccc(F)c1)CC(=O)Nc1cccc([N+](=O)[O-])c1	i	-0.6	0.7	i	i	/	i	i	0.2	i	4.0
Cn1c(=O)[nH]c(=O)c2c1nc(N1CCN(c3ccccc3)CC1)n2CCSc1ncccn1	i	-6.7	-1.8	i	i	3.5	i	i	0.8	i	-1.8
Cc1ccc2nc(SCc3cn4cccnc4n3)[nH]c2c1	i	1.1	2.2	i	i	-5.6	i	i	1.5	i	2.1
